# From PubChem
# TWEAK Fn14 block: inhibitors of TWEAK-Fn14 signaling, primary screen, luciferase reporter cells, uHTS; TWEAK-stimulated Fn14 reporter cells, luciferase luminescence, 8 h; inhibition, % at 10 µM; 2% of 360,000 active; in the data active = inhibition above about 50%
# C8 TRAIL sens: viability loss with TRAIL in NB7+C8 cells, primary screen, TRAIL sensitizer project, cell-based, ATPlite luminescence. 1% of 360,000 active. inhibition (viability loss, TRAIL sensitization), % at 10 µM;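 active = compounds causing at least 50% loss of cell viability in the single-dose screen, relative to plate controls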
# Shn3 inh set2: reduction of Shn3 3'UTR firefly luciferase signal, primary screen, Schnurri-3 inhibitor project, cell-based, Clone20 osteoblasts, set 2. Clone20 osteoblast Shn3 3'UTR firefly luciferase, 24 h. inhibition, % at 12.5 µM. 0.52% of 360,000 active. AID 588674, 2011;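 active = mean inhibition of at least 75% with every replicate also reaching 75%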;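 note: 0% = median of neutral control wells and 100% = pilot-screen positive control compound; some compounds past the cut are filed as inactive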
# TROY NFkB inh: inhibitors of TROY-driven NF-kB signaling, primary screen, Q293 LMP1-TROYcd cells, NF-kB luciferase, uHTS. Q293 LMP1-TROYcd NF-kB luciferase reporter, 4 h. inhibition, % at 10 µM. 0.98% of 360,000 active. AID 1347056, 2019;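 active = compounds whose plate-normalised and pattern-corrected inhibition of the luciferase reporter signal at the single screening dose is 50% or more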
# MITF TRPM1 inh: inhibitors of MITF-dependent TRPM1 promoter reporter, primary screen, cell-based, SK-MEL-5, single point, luciferase; 0.83% of 330,000 active; AID 488899, 2010; inhibition, % at 12.5 µM; SK-MEL-5 TRPM1 promoter luciferase, 24 h;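 active = mean inhibition across replicates of 60% or more, whatever share of single replicates reaches that level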; note: values of inactives mirror those of a sister screen read the other way
# CF NFkB inh: inhibitors of PAF-induced NF-kB signaling, primary screen, cell-based, GFP fluorescence, uHTS. KKLEB NF-kB-GFP reporter, GFP fluorescence overnight. inhibition, % at 5 µM. 0.86% of 360,000 active;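 active = at least 50% inhibition at 5 µM, scaled per plate between neutral and stimulator controls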;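 note: PAF is a Pseudomonas aeruginosa culture filtrate used as stimulus; plate controls were PAF-stimulated DMSO wells for no effect and unstimulated DMSO wells for full effect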
# Peg3 prom inh: Peg3 promoter-driven luciferase inhibitors, primary screen, cell-based, HeLa, luciferase luminescence; HeLa PEG-Prom luciferase reporter, overnight; inhibition, % at 20 µM; 1.7% of 360,000 active; AID 588405, 2011;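 active = inhibition of at least 50% at 20 µM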
# HIF-2a inh: HIF-2a reporter inhibitors, primary screen, luminescence, 786-0 RCC cells; 0.72% of 360,000 active; AID 624352, 2012; 786-0 RCC cells HIF-2a reporter, luciferase luminescence, overnight; inhibition, % at 18.8 µM;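 active = inhibition of the luminescence signal of 40% or more relative to plate controls, in a single-dose primary screen at 18.75 µM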
# KKLEB tox: cytotoxicity in KKLEB CF airway cells, primary screen, cytotoxicity control for CF NF-kB inhibitor project, cell-based, uHTS, fluorescence assay plates; activity change (cytotoxicity), % at 5 µM; KKLEB CF airway cells viability, ATPlite luminescence, overnight; hits give low values; cells stimulated with P. aeruginosa culture filtrate; AID 602141, 2011; 0.36% of 360,000 active;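 active = corrected activity change at or below -50% at 5 µM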
# NR2E3 ag-1: NR2E3 agonists in two-hybrid cells, primary screen, cell-based, luminescence, CHO-S, Gal4-NCOR/VP16-NR2E3 | Photoreceptor-specific nuclear receptor (Homo sapiens), Q9Y5X4 | luciferase | inhibition of corepressor binding, % at 3.98 µM | 0.35% of 360,000 active | AID 602229, 2012;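 active = inhibition above the mean of all tested compounds plus 3 SD, cut at about 70% in these data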;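 note: 0% = DMSO with NR2E3 transfected cells and 100% = cells lacking NR2E3 construct; higher means lower luciferase signal from less NR2E3 corepressor binding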
# Target sequence (Q9Y5X4 whole entry, looked up, the tested form may be a part): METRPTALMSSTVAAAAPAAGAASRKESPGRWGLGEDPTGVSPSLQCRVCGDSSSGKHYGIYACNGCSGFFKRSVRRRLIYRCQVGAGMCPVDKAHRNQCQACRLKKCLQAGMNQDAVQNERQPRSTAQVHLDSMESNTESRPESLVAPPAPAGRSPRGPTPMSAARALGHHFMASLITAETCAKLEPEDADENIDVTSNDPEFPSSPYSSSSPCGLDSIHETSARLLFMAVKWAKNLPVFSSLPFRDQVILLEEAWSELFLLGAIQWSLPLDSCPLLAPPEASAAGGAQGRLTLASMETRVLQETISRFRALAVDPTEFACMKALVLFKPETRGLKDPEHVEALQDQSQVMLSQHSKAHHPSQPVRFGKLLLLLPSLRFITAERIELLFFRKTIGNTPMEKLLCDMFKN
# NR2E3 ag-2: inhibitors of NR2E3-RetCOR corepressor binding, primary screen, NR2E3 agonist project, biochemical, TR-FRET, GST-NR2E3, biotin-RetCOR; Photoreceptor-specific nuclear receptor (Homo sapiens), Q9Y5X4; 1536-well; inhibition of corepressor binding, % at 4.78 µM; 0.12% of 320,000 active; AID 2300, 2010;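 active = percent inhibition above the cutoff of mean plus 3 SD of all tested compounds, set per screening campaign, cut at about 20% in these data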;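 note: 0% = DMSO wells and 100% = biotin wells as full block of FRET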
#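 system = GST-tagged NR2E3 plus biotinylated RetCOR corepressor | input = 1.35 nM GST-NR2E3 | also added = 7 nM biotin-RetCOR | schedule = 5 h incubation at 4 °C | measured by = TR-FRET with europium anti-GST and streptavidin-D2, 340 nm excitation | read-out = percent loss of FRET ratio relative to control wells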
# Numbers without * were called inactive; . = not tested or not shown. An excerpt, so the mix of outcomes need not match the whole.
SMILES,TWEAK Fn14 block,C8 TRAIL sens,Shn3 inh set2,TROY NFkB inh,MITF TRPM1 inh,CF NFkB inh,Peg3 prom inh,HIF-2a inh,KKLEB tox,NR2E3 ag-1,NR2E3 ag-2
O=C(COC(=O)c1cc[n+]([O-])cc1)Nc1ccc(Cl)cc1C(F)(F)F,2,-12,1,-8,8,7,14,6,-7,-12,-3
c1csc(-c2nnc(-c3ccc(N4CCOCC4)cc3)o2)c1,59*,51*,-10,-3,-17,-14,-68,-79,3,-149,4
Cc1c(C)c2ccc(Oc3ccc([N+](=O)[O-])cc3C(F)(F)F)c(C)c2oc1=O,-12,6,20,-20,7,20,-8,-20,-4,-22,1
Cc1cc(C(=O)CSc2nnc(-c3ccc(F)cc3)o2)c(C)n1CC1COc2ccccc2O1 (stereo not drawn),3,20,15,6,5,8,-4,12,2,-17,2
COc1ccc(NC(=O)CSc2nnc(-c3ccccn3)n2N)cc1Cl,-9,-6,5,4,-4,-12,-3,-8,6,-1,-3
Cc1ccc(S(=O)(=O)Nc2nc(C)c(C)s2)cc1,2,-6,0,14,-1,-16,9,13,4,-19,4
Cc1cccc(S(=O)(=O)c2c(N)n(Cc3ccco3)c3nc4ccccc4nc23)c1,24,-4,19,8,14,-8,23,33,-16,32,-1
CCOC(=O)c1ccc(NC(=O)CCNS(=O)(=O)c2cccs2)cc1,35,-2,-6,2,-2,10,14,-4,0,4,-6
CCN(C[C@H]1N[C@@](Cc2ccccc2)(C(=O)OC)[C@H]2C(=O)N(Cc3ccccc3)C(=O)[C@@H]12)C(=O)Nc1ccc(C(F)(F)F)cc1,84*,39,32,50*,7,51*,31,-60,6,22,.
O=C(NCCCN1CCCC1)c1[nH]c(C(F)(F)F)nc1-c1ccccc1,6,7,-5,-1,.,1,5,14,-5,13,.
Cc1cc(OCCN2CCOCC2)nc2ccccc12,-1,3,-4,-10,8,8,-10,-12,1,-19,-4
O=C(CN(Cc1ccccc1Cl)C(=O)CCC(=O)Nc1nccs1)NCC1CCCO1 (stereo not drawn),-3,8,-12,-2,4,-1,6,12,3,-15,4
COc1cc(-c2nc3oc4ccccc4c(=O)c3c(=O)n2Cc2ccco2)cc(OC)c1OC,26,17,7,-12,6,-14,14,-37,-2,-19,-2
Cc1ccc(CNC(=O)C2CCCN(S(=O)(=O)c3c(C)n[nH]c3C)C2)cc1 (stereo not drawn),21,13,-24,-8,7,4,4,-9,2,-9,-2
CC(=O)CSc1nnc(-c2ccc(S(=O)(=O)N3CCC(C)CC3)cc2)o1,-8,2,1,-26,0,-4,1,5,-2,-14,3
COc1cc(NC(=O)c2cc(-c3ccc(F)cc3OC(C)C)n[nH]2)cc(OC)c1OC,36,7,80,0,.,6,34,-30,-11,15,.
Cc1ccn2c(=O)nc(SCC(=O)NCCc3ccccc3)nc2c1,-8,-11,-2,-22,-4,-2,-3,12,-8,7,1
O=C(CN1CCCCCC1)Nc1ccc([N+](=O)[O-])cc1Br,-16,1,-2,-7,-5,22,-66,-77,7,-3,-2
OCCN1CCOCCN(CCO)CCOCC1,11,7,-12,-8,1,9,0,7,0,13,0
Cc1ccc2c(c1)N(C(=O)CCC(=O)N1CCCCC1)CCO2,-17,-8,8,1,2,11,13,-6,23,10,-1
NNc1nc(-c2ccccc2)cc(-c2ccccc2O)n1,12,19,27,-17,8,-57,13,0,20,-8,-5
COc1ccc(NC(=S)N2CCN(C(=O)C3CCCO3)CC2)cc1 (stereo not drawn),3,-4,-9,6,-15,9,-9,1,-9,-20,.
CCn1c(SCC(=O)N2CCC(C)CC2)nc2c([nH]c3ccccc32)c1=O,13,-6,12,-18,.,-12,-2,10,8,2,.
C=CCNC(=S)Nc1ccccc1,1,0,-15,-27,12,-15,8,16,-6,-13,3

# An excerpt of these results, with tabs.
mol	TWEAK Fn14 block	C8 TRAIL sens	Shn3 inh set2	TROY NFkB inh	MITF TRPM1 inh	CF NFkB inh	Peg3 prom inh	HIF-2a inh	KKLEB tox	NR2E3 ag-1	NR2E3 ag-2
COc1cc(NC(=O)c2cc(-c3ccc(F)cc3OC(C)C)n[nH]2)cc(OC)c1OC	36	7	80	0	.	6	34	-30	-11	15	.
Cc1ccn2c(=O)nc(SCC(=O)NCCc3ccccc3)nc2c1	-8	-11	-2	-22	-4	-2	-3	12	-8	7	1
Cc1ccc(CNC(=O)C2CCCN(S(=O)(=O)c3c(C)n[nH]c3C)C2)cc1 (stereo not drawn)	21	13	-24	-8	7	4	4	-9	2	-9	-2
CC(=O)CSc1nnc(-c2ccc(S(=O)(=O)N3CCC(C)CC3)cc2)o1	-8	2	1	-26	0	-4	1	5	-2	-14	3

# (list continues)
SMILES,TWEAK Fn14 block,C8 TRAIL sens,Shn3 inh set2,TROY NFkB inh,MITF TRPM1 inh,CF NFkB inh,Peg3 prom inh,HIF-2a inh,KKLEB tox,NR2E3 ag-1,NR2E3 ag-2
O=C(Nc1cccc(Cl)c1)ON1CCCCC1,-2,-12,5,-17,.,-13,9,-7,9,-15,.
CCCC(=O)Oc1ccc(C2NC(=O)c3ccccc3O2)cc1 (stereo not drawn),-12,-10,-13,5,-6,6,9,9,1,-14,-1
O=S1(=O)C[C@@H](N2CCN(c3ccccc3)CC2)[C@H](COCc2ccccc2)N1,10,-17,-23,14,.,-16,6,14,-3,6,.
Cc1ccc(NC(=O)CCC(=O)Nc2ccc(C)cc2)cc1,-2,-10,-7,2,3,-15,-4,13,6,17,1
ON=Cc1ccnc2ccccc12,20,-15,15,6,.,36,7,11,-13,-17,.
Cc1cc(F)ccc1NC(=S)NCCc1ccccc1,-21,-23,-14,-22,8,-1,5,-10,2,-9,.
Cn1c(=O)c2c(nc(CN3CCOCC3)n2CCCO)n(C)c1=O,1,4,-5,-3,4,-4,3,11,-3,-17,-2
Cc1cc(C)n(C(=O)c2ccc([N+](=O)[O-])c(Cl)c2)n1,8,0,3,-4,-1,0,0,-23,-3,-20,-1
COc1cc2[nH]c(=O)n(CCCCCC(=O)NC3CCCC3)c(=O)c2cc1OC,16,-12,-17,3,3,-18,10,27,0,-8,3
Cc1ccc(C)c(S(=O)(=O)N2CCN(C(=O)CNC(=O)c3ccc4ccccc4c3)CC2)c1,-8,3,27,8,7,1,17,14,-29,8,-1
O=C(/C=C/[C@H]1O[C@@H](n2ccc(=O)[nH]c2=O)[C@H](O)[C@@H]1O)NCC1CCCO1 (stereo partly drawn),-3,-24,-3,4,.,-24,2,-4,2,10,.
CCN(CC)C(=O)COC(=O)c1cc(-c2ccc(OC)cc2)nc2ccccc12,5,32,-8,0,-33,-14,-40,-129,-9,-9,6
Cc1scc(C(=O)N2CCN(c3ccc(Cl)cc3)CC2)c1C,-5,2,-18,4,7,4,-5,10,4,13,4
C[C@H]1CN([C@@H](C)CO)C(=O)CCCn2cc(nn2)CO[C@@H]1CN(C)S(=O)(=O)c1cccs1,7,-5,-17,-7,.,4,-12,6,4,-35,.
C=CCNC(=O)C(=O)NCC1CCCN1S(=O)(=O)c1cccs1 (stereo not drawn),-1,-10,15,1,1,12,-12,1,5,-29,2
O=C(NCC1(c2ccccc2)CCCC1)c1ccccc1Br,-20,-7,20,-11,4,-8,7,1,0,3,-1
COc1ccc(CCn2c(=O)c3cccnc3n(Cc3ccc([N+](=O)[O-])cc3)c2=O)cc1OC,3,7,-7,2,2,2,24,13,5,-3,.
CCc1nc2c(OCC3COc4ccccc4O3)cccn2c1N(C)C(=O)c1cccs1 (stereo not drawn),23,-4,-7,-5,.,-16,17,-9,14,17,.
CCn1c(SCC(=O)NC2=NCCS2)nnc1C(C)NC(=O)c1ccc(Cl)cc1 (stereo not drawn),43,-2,-84,14,7,5,-20,-2,0,-5,1
CC(C)(C)N1CC23CCC(C[C@@H]2C1=O)O3 (stereo partly drawn),0,0,-9,-22,2,5,2,13,-18,-28,-4
CCOC(=O)C1=C(c2ccccc2)NC(=O)NC1c1cc(Cl)c(O)c(OC)c1 (stereo not drawn),-37,-2,12,3,8,7,8,7,0,13,-5
O=C(CNC(=O)c1ccc(Br)o1)NC1CCCCCC1,-23,-20,-25,-53,-37,-9,-72,-150,-5,-32,-1
O=C(Nc1ccc(Cl)cc1C(=O)Nc1ccccn1)c1ccco1,23,2,7,-14,-1,-14,1,0,3,-1,0
O=C(NCc1ccc2c(c1)OCO2)c1cccc([N+](=O)[O-])c1,-23,-10,0,-7,-3,3,5,-15,-12,2,4

# Copied from the list:
# Entry of CCc1nc2c(OCC3COc4ccccc4O3)cccn2c1N(C)C(=O)c1cccs1 (stereo not drawn) under C8 TRAIL sens: -4
# Entry of C=CCNC(=O)C(=O)NCC1CCCN1S(=O)(=O)c1cccs1 (stereo not drawn) under MITF TRPM1 inh: 1
# Entry of CCOC(=O)C1=C(c2ccccc2)NC(=O)NC1c1cc(Cl)c(O)c(OC)c1 (stereo not drawn) under Shn3 inh set2: 12
# Entry of O=C(NCC1(c2ccccc2)CCCC1)c1ccccc1Br under HIF-2a inh: 1
# Entry of Cc1scc(C(=O)N2CCN(c3ccc(Cl)cc3)CC2)c1C under TWEAK Fn14 block: -5
# Entry of O=C(CNC(=O)c1ccc(Br)o1)NC1CCCCCC1 under MITF TRPM1 inh: -37
